SENP1 inh = SENP1 (human) catalytic domain inhibition | recombinant SENP1 catalytic domain, CyPet-SUMO1-YPet FRET cleavage | AID 624204 | 360,000 compounds, 0.21% hits | inhibition, % at 10 µM;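 active = inhibition at least 30% at 10 µM, raw YFP signal under a set limit, fluorescence ratio 0.5 to 1.5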;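 also: 0% = enzyme with DMSO and 100% = no enzyme wells; some results filed as inactive read as strong as hits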
Target sequence (Q9P0U3 419-644 limits assumed): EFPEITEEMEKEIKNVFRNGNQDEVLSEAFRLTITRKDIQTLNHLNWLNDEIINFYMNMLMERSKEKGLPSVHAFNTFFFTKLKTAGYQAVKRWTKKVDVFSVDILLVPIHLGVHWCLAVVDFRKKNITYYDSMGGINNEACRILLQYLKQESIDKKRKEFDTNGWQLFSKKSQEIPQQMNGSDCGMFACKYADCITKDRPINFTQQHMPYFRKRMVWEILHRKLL
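Assay system – human recombinant His6-tagged SENP1 catalytic domain enzyme · Input – SENP1 enzyme, 20 pM final · Buffer or medium – Tris pH 8 buffer plus EDTA, NaCl, BME, BSA, NP40, catalase · Schedule – 50 min reaction at room temperature · Technique – FRET read of cyan and yellow fluorescence · Control set – no-enzyme wells low, DMSO-plus-enzyme wells high control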
* hit, by the source's call. These rows are one share of the data (hit frequency here may not be typical).

smiles	SENP1 inh
COc1ccccc1C(CNC(=O)c1ccc(NS(=O)(=O)c2ccc(C(C)=O)cc2)cc1)N1CCCC1 (stereo not given)	-1
Cc1cc(Cl)ccc1C(O)c1ncc(-c2cccc(F)c2)[nH]1 (stereo not given)	1
CC1(CCc2ccccc2)NC(=S)N(c2ccccc2)N1 (stereo not given)	0
CCOC(=O)[C@]12CCCC=C1N(Cc1ccc3c(c1)OCO3)C(=O)[C@H](CC(=O)N1CCN(C(=O)C3CC3)CC1)C2	1
CCOc1ccccc1NC(=O)CCNC(=O)C1CCN(S(=O)(=O)c2ccccc2)CC1	4
CCCCc1ccc(NC(=S)Nc2ccc(Cl)c(S(=O)(=O)N(C)C)c2)cc1	-1
Cc1cccc(S(=O)(=O)N(C)C[C@@H]2OCc3cn(nn3)CCCC(=O)N([C@H](C)CO)C[C@H]2C)c1	2
CN(CCc1ccccc1)C(=O)c1ccc(NC(=O)Cc2ccc(NC(=O)C3CCCN(C(=O)C4CC4)C3)cc2)cc1 (stereo not given)	2
CCOC(=O)C[C@@H]1OC2CCCCC2N1S(=O)(=O)c1ccc(C)cc1 (stereo not given in full)	3
CCOC(=O)CCCCCC(=O)Nc1ccc2c(c1)C(=O)N([C@H](C)CO)C[C@H](C)[C@@H](CN(C)C(=O)Nc1ccccc1)OCCCC[C@@H](C)O2	0
C/C(=N/Nc1ccc(C(=O)O)cc1)c1ccc2c(c1)Nc1ccccc1S2	-26
CCN(CC(=O)Nc1ccc(NC(C)=O)cc1)C(=O)c1cc(-c2ccccc2Cl)nc2ccccc12	1
CCNC(=O)N(C)c1c(CC)nc2ccc(C(=O)Nc3cccc(OCC(=O)N(C)C)c3)cn12	0
CC(=O)Nc1ccc(-c2ccnc3c2CC(C)(C(=O)NCc2cccc(Cl)c2)O3)cc1 (stereo not given)	1
Cc1cccc(C=CC(=O)c2ccc(Cl)cc2)c1	2
CCc1nc2c(OCC(=O)c3ccc(F)cc3)cccn2c1N(C)C(=O)COc1ccccc1	-3
O=[N+]([O-])c1ccc(NN=C(C2CC2)C2CC2)c([N+](=O)[O-])c1	3
COC(=O)C[C@H]1CC[C@H](NC(=O)Nc2ccccc2F)[C@@H](CO)O1	3
COc1cc(CN2C[C@@H](CO)O[C@@H](n3cnc4c(NCc5ccco5)ncnc43)C2)cc(OC)c1OC	0
CC(C)c1ccc(C(=O)N2CCCC(c3cc(C(=O)Nc4ccc5c(c4)OCO5)no3)C2)cc1 (stereo not given)	1
CC(C)=CCC[C@H](C)C[C@@H]1CC2=C(C(=O)OC(C)(C)O2)[C@H](c2ccc(F)cc2)O1	-1
Cc1ccc(S(=O)(=O)N(C)C[C@@H]2Oc3ncc(Br)cc3C(=O)N([C@H](C)CO)C[C@@H]2C)cc1	-1
Nc1c(Cl)cc(C(=O)NC2CC2)cc1Cl	1
CCCCCC(=O)N1C[C@H](n2cc(COC(=O)c3ccccc3)nn2)[C@@H](O)C[C@@H]1c1ccc(Cl)cc1	1
Cc1cccc(NC(=O)CCS(=O)(=O)c2ccc3nc(C)sc3c2)c1	0
CC(=O)Nc1c(C(=O)O)ccc(C)c1OCc1ccccc1	2
COc1ccc(N2CCN(C(=O)C(=O)c3ccc(F)cc3)CC2)cc1	5
NC(=O)C1=CC2C3C=CC2(O)C(=O)OC3O1 (stereo not given)	2
CC(=O)c1ccc2c(c1)CCN2	2
Cc1cccc2cc(C#N)c(NCCNC(=O)c3ccccc3)nc12	-71

Additional results follow.
smiles	SENP1 inh
CN1CCN(c2ccc([N+](=O)[O-])cc2/C=N/NC(=O)c2ccc(F)cc2)CC1	1
COC(=O)[C@@]12C[C@@H](CC(=O)N3CCN(C(=O)c4ccco4)CC3)C(=O)N(Cc3ccco3)C1=CCC(C)(C)C2	1
CC(Cc1ccccc1)N1CCCC1=O (stereo not given)	0
Cc1cccc(C)c1NC(=O)C(c1ccccc1)N1CCN(c2ccc(F)cc2)CC1 (stereo not given)	1
COc1ccc(C(OCC(O)CNCCc2ccccc2)c2ccc(OC)cc2)cc1 (stereo not given)	1
CC(=O)NCCNC(=O)C1(C)Cc2c(-c3ccccc3)ccnc2O1 (stereo not given)	0
NC(=O)C1(N2CCCC2)CCN(Cc2ccccc2)CC1	-1
Cc1ccc(S(=O)(=O)N2C[C@H]3C(=O)C[C@@H](c4cccs4)N(S(=O)(=O)c4ccc(C)cc4)[C@H]3C[C@H]2c2ccccc2)cc1	2
COc1ccc(NC(=O)C(c2ccnc3ccccc23)n2c(=O)c(-c3ccco3)nc3ccccc32)cc1 (stereo not given)	-17
CCOC(=O)N1CCN(CC(O)COCc2ccc(Cl)cc2)CC1 (stereo not given)	2
Cc1ccccc1-c1cnc(C(O)c2c(C)ccc3ccccc23)[nH]1 (stereo not given)	1
Cc1nnsc1C(=O)N1CCCC1(C)C(=O)O (stereo not given)	3
C[C@@H]1CN([C@@H](C)CO)C(=O)CCCn2nncc2CO[C@H]1CN(C)Cc1ccccc1C(F)(F)F	-3
CCCC(C(=O)O)N1C(=O)/C(=C2\C(=O)N(C)c3ccccc32)SC1=S (stereo not given)	0
COCC(C)OC(=O)/C(C#N)=C\c1coc2ccc(C)cc2c1=O (stereo not given)	-29
CCOc1ccc(N=Cc2ccccc2O)cc1	0
O=C(NC1CCN(Cc2ccccc2)CC1)c1cccc(NS(=O)(=O)c2ccc(Br)cc2)c1	1
Cc1ccccc1NC(=O)Cc1nc(COC(=O)C(C)(C)Oc2ccc(Cl)cc2)cs1	-10
Oc1ccc(Cl)cc1N=Cc1sc2ccccc2c1Cl	5
COc1ccccc1S(=O)(=O)N(C)C[C@H]1OCc2cnnn2CCCC(=O)N([C@@H](C)CO)C[C@H]1C	0
CCOC(=O)[C@]12CCCC=C1N(Cc1cccc3ccccc13)C(=O)[C@H](CC(=O)N1CCSCC1)C2	3
CCOC(=O)c1cc2c(c(CCO)n1)[C@H](CCO)N(S(=O)(=O)C(C)(C)C)C2	2
COc1ccc(OC)c(CN2C(=O)CCC2(C)c2nnnn2Cc2ccccc2)c1 (stereo not given)	3
COc1ccc(-c2ccc(C(=O)Nc3cc(OC)c(OC)c(OC)c3)c3occc23)c(C)c1	1
COc1ccc(CNC(=O)N2[C@H]3CC[C@@H]2C=C(c2ccc(F)cc2OCc2ccccc2)C3)cc1OC	1
FC(F)(F)Oc1ccccc1C(c1nnnn1Cc1ccccc1)N1CCN(C/C=C/c2ccccc2)CC1 (stereo not given)	1
CCCCn1c(=S)[nH]c2c(=O)n(C)c(=O)n(C)c21	1
Nc1cccc2c(=O)[nH][nH]c(=O)c12	0
CC(=NNS(=O)(=O)c1ccc([N+](=O)[O-])cc1)c1ccc(C)cc1	4
CC(C)Oc1ccc(S(=O)(=O)N2CCOCC2)cc1NC(=O)CSc1nnc(C2CC2)n1C	-2

Reformatted: two of the compounds above.
CC(=O)NCCNC(=O)C1(C)Cc2c(-c3ccccc3)ccnc2O1 (stereo not given)
  SENP1 inh: 0
NC(=O)C1(N2CCCC2)CCN(Cc2ccccc2)CC1
  SENP1 inh: -1

(further entries)
smiles	SENP1 inh
CCOC(=O)C1(C)CCCN(C(=O)c2cc(F)ccc2C)C1 (stereo not given)	-2
COc1cccc(-c2cccc3c2NC(=O)C3(C)Cc2ccccc2F)c1 (stereo not given)	1
CC(C)c1ccc(CNC(=O)C2(C)CCCN2C)cc1 (stereo not given)	0
Cc1cccc(C(=O)N2CCC[C@H]2C(=O)N2CCC[C@H]2C(=O)NCc2ccncc2)c1	2
CC(C)N(C)c1ncnc2c1ncn2[C@H]1CN(Cc2ccncc2)C[C@@H](CO)O1	-1
CSc1ccc(/C=N/NC(=O)c2ccc3nc[nH]c3c2)cc1	2
C[C@H](O)[C@@H]1CN2CCc3c([nH]c4ccccc34)[C@@H]2C[C@@H]1N(C)C(=O)c1ccco1	-19
CC[n+]1c(/C=C2\Sc3ccccc3N2C)ccc2cccc(C)c21	88
Cc1cc(C)n2c(Nc3ccc4c(c3)OCCO4)c(-c3ccccn3)nc2n1	-14
Cc1cc2nc(-c3ccccc3)c(CC(C)(C)C)n2c(C)c1Br	-1
CC(C)[C@H](NC(=O)OCc1ccccc1)C(=O)OCC(=O)N1CCCCC1	-2
OCC1OC(n2cnc3c(SCc4ccccc4)ncnc32)C(O)C1O (stereo not given)	1
Cn1nccc1-c1coc2c(C(=O)NCc3ccccc3)cccc12	0
CC1=C(C(=O)N(C(C)C)C(C)C)CC(CC(=O)NC2CCCCC2)C(=O)N1CCC1=CCCCC1 (stereo not given)	3
COc1ccc(NC(=O)c2cc(C3CCCCN3S(=O)(=O)c3ccccc3)on2)c(C)c1 (stereo not given)	-1
O[C@H]1C[C@H](c2ccccc2)N(CC2CCCCC2)C[C@@H]1n1cc(C2CC2)nn1	-1
O=C1CCC(C(=O)N2CCN(c3cnccn3)CC2)CN1CCc1ccccc1 (stereo not given)	1
COc1ccc(NC(=O)N(C)C[C@H]2Oc3ncc(C#C[C@@H](C)O)cc3C(=O)N([C@H](C)CO)C[C@H]2C)cc1	-1
O=C(Nc1ccc(N2CCCC2)c(Cl)c1)c1ccc([N+](=O)[O-])o1	2
COc1ccc(Cl)cc1NC(=O)CNc1ccccc1F	0
Cc1c2c(=O)n(-c3nc4ccccc4s3)nc-2cc(O)n1Cc1ccccc1	0
Cc1c(Cl)cc(C(C)C)c(O)c1CN1CCOCC1	2
COc1ccc(C2=Nc3ccccc3N(C(=O)c3ccc4c(c3)OCO4)C2C(=O)Nc2c(C)cccc2C)cc1 (stereo not given)	-10
C[C@H](c1ccccc1)N1C[C@H](COCc2ccccc2)Oc2cc(N3CCC[C@H]3CO)ccc2S1(=O)=O	-26
COc1ccc(C(CNC(=O)c2ccc(OCc3cscn3)cc2)N2CCCC2)cc1 (stereo not given)	-2
COC(=O)C[C@@H]1CC[C@@H](NC(=O)C2CCC2)[C@@H](CO)O1	4
NC(=O)C1CC(=O)N(c2ccc(OCC(=O)N3CCCC3)cc2)C1 (stereo not given)	3
COC(=O)[C@]12CCCCC=C1N(Cc1cccc3ccccc13)C(=O)[C@H](CC(=O)NCC1CCCCC1)C2	3
CC(O)C(NS(=O)(=O)c1ccc(Cl)cc1)C(=O)OCC(=O)c1ccc2c(c1)NC(=O)CO2 (stereo not given)	2
COc1ccc([C@H]2C[C@H](O)[C@@H](n3cc(-c4ccc(F)cc4)nn3)CN2CC2CCCCC2)cc1	0

(listing goes on)
smiles	SENP1 inh
C[C@@H](CO)NC(=O)[C@H]1O[C@@H](n2ccc(=O)[nH]c2=O)[C@H](O)[C@@H]1O	-1
COCCCNC(=O)c1ccc2sc([C@@H]3O[C@H](CO)[C@H](O)[C@H](O)[C@H]3O)nc2c1	-1
Cc1ccc(S(=O)(=O)Nc2cc(=O)[nH]c(SCc3ccc(Cl)cc3)n2)cc1	-3
COc1cccc(C(O)c2ncc(-c3ccccc3OC)[nH]2)c1 (stereo not given)	0
CCOC(=O)C(C#N)C(=N)C1C(=O)OC2CCCCC21 (stereo not given)	1
Cc1ccc(NS(=O)(=O)c2ccc(OCC(=O)NCc3cccnc3)cc2)cc1	-1
N#CC(OC(=O)c1ccccc1)c1ccccc1 (stereo not given)	4
CN(C)C(=O)c1cccc(-c2cnc3c(NC=O)cc(-c4ccc(N(C)C)cc4)cn23)c1	-9
CC(=O)c1ccc(-c2cnc3c(NC=O)cc(-c4ccccc4Oc4ccccc4)cn23)cc1	-16
O=[N+]([O-])c1ccc2c(c1)C(N1CCN(CCO)CC1)Cc1ccc(F)cc1S2 (stereo not given)	1
Cc1nc2ccccn2c(=O)c1NC(=O)COc1ccccc1	-2
Nc1ccn([C@@H]2O[C@H](C(=O)NCCc3ccc(F)cc3)[C@@H](O)[C@H]2O)c(=O)n1	0
O=C1CCCCc2cc(O)c(O)cc21	3
COCCNC(=O)C1C(=O)Nc2ccccc2C(=O)N1Cc1ccccc1 (stereo not given)	6
COc1ccc(C2CC(c3cccc([N+](=O)[O-])c3)=NN2/C(C)=C/C(C)=O)cc1 (stereo not given)	-15
Cc1ccc(C)c(SCC(=O)OC/C(O)=C(\C#N)c2nc3ccccc3[nH]2)c1	-51
O=C1CC(=Nc2ccc([N+](=O)[O-])cc2)NN1c1c(Cl)cc(Cl)cc1Cl	3
Brc1ccc(-c2noc(CCc3ccccc3)n2)cc1	1
c1ccc(CCNc2cc(-c3ccc4ccccc4c3)nc3ccnn23)nc1	-4
CC(C)(C)C1CCN2CCC[C@](c3ccccc3)(C1)C2OCCCO (stereo not given in full)	-22
O=C(Nc1c(-c2ccccc2)[nH][nH]c1=O)c1ccc(-c2ccccc2)cc1	4

By substructure, the entries above containing a nitro group on carbon.
smiles	SENP1 inh
O=[N+]([O-])c1ccc(NN=C(C2CC2)C2CC2)c([N+](=O)[O-])c1	3
CN1CCN(c2ccc([N+](=O)[O-])cc2/C=N/NC(=O)c2ccc(F)cc2)CC1	1
CC(=NNS(=O)(=O)c1ccc([N+](=O)[O-])cc1)c1ccc(C)cc1	4
O=C(Nc1ccc(N2CCCC2)c(Cl)c1)c1ccc([N+](=O)[O-])o1	2
O=[N+]([O-])c1ccc2c(c1)C(N1CCN(CCO)CC1)Cc1ccc(F)cc1S2 (stereo not given)	1
COc1ccc(C2CC(c3cccc([N+](=O)[O-])c3)=NN2/C(C)=C/C(C)=O)cc1 (stereo not given)	-15
O=C1CC(=Nc2ccc([N+](=O)[O-])cc2)NN1c1c(Cl)cc(Cl)cc1Cl	3
